mIAP inh = inhibitors of mouse IAP, primary screen, biochemical, luminescence, uHTS; intestinal alkaline phosphatase [Mus musculus]; purified mouse IAP, CDP-Star luminescence, 30 min; inhibition, % at 10 µM; 330,000 compounds, 0.2% hits;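 active = inhibition of at least 40% at 10 µM in the primary screen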;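 note: plate controls were DMSO with enzyme for no effect and no enzyme wells for full effect; values of inactives mirror those of a sister screen read the other way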
APOBEC3A inh = APOBEC3A ssDNA deaminase inhibitors, primary screen, selectivity assay for APOBEC3G inhibitor project, biochemical, FAM/TAMRA oligo cleavage fluorescence. DNA dC->dU-editing enzyme APOBEC-3A (Homo sapiens), P31941. recombinant A3A, FAM/TAMRA ssDNA deamination fluorescence. inhibition, % at 20 µM. 330,000 compounds, 0.41% hits. AID 493011, 2011;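 active = at least 40% inhibition at 20 µM here, with at most 30% in a related deaminase screen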;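 note: plate controls were A3A with DMSO for no effect and wells lacking A3A enzyme for full effect; some results filed as inactive read as strong as hits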
Target sequence (P31941 whole entry, looked up): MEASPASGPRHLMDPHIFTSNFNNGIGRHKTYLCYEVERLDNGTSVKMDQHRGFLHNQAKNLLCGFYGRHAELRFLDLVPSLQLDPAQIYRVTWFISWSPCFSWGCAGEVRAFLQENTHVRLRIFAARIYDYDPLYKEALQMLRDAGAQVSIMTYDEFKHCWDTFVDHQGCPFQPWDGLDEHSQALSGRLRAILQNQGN
MPTP block = mitochondrial permeability transition pore inhibitors, primary screen, biochemical, isolated mouse mitochondria, absorbance; Ca2+ swelling absorbance, 30 min; inhibition, % at 10 µM; 360,000 compounds, 1.4% hits; AID 602449, 2012;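 active = inhibition of 50% or more, scaled per plate between neutral and stimulator controls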;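 note: 0% = DMSO wells given calcium and 100% = 1 mM EGTA wells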
APOBEC3G inh = APOBEC3G DNA deaminase inhibitors, primary screen, biochemical, fluorescence, single-stranded DNA substrate, uHTS; 330,000 compounds, 0.28% hits; inhibition, % at 20 µM; AID 493012, 2011; recombinant A3G, ssDNA deamination FAM/TAMRA fluorescence;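 active = inhibition of at least 40% at 20 µM, with no more than 30% in the related APOBEC3A deaminase screen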;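 note: plate controls were DMSO wells with A3G for no effect and wells lacking A3G enzyme for full effect; some compounds called inactive have numbers as strong as hits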
Target sequence (Q9HC16 whole entry, looked up): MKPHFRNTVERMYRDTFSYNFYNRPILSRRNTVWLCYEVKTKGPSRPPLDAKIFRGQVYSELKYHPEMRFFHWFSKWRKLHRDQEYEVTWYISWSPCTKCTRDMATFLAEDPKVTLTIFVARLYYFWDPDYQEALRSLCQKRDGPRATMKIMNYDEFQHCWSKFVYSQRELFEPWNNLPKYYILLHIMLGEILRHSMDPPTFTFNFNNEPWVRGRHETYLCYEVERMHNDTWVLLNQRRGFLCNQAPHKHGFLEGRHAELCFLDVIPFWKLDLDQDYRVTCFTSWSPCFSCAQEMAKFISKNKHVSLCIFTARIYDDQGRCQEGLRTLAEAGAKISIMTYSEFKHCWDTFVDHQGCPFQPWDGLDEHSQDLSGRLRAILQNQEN
mIAP act = activators of mouse IAP, primary screen, biochemical, luminescence, uHTS. intestinal alkaline phosphatase [Mus musculus]. muIAP, CDP-Star luminescence, 30 min; active compounds read high; 1 = vehicle-only enzyme signal, 0 = enzyme-free wells. activation factor at 10 µM. 330,000 compounds, 0.24% hits;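 active = activation factor of at least 2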; note: the source names both 10 and 20 µM as test concentration; values of inactives mirror those of a sister screen read the other way
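Assay system: mouse IAP enzyme; reagent: chemiluminescent substrate CDP-Star; dosing: test compounds delivered from DMSO solution; schedule: 30 min at room temperature; measured by: luminescence from enzymatic CDP-Star hydrolysis; controls: DMSO-only wells and no-enzyme negative control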
ATG4B inh = ATG4B protease inhibitors, primary screen, biochemical, fluorescence, uHTS; Cysteine protease ATG4B (Homo sapiens), Q9Y4P1; ATG4B cleavage of LC3-PLA2, NBD-HPC fluorescence, 1 h; inhibition, % at 8.33 µM; 340,000 compounds, 0.51% hits; in the data active = inhibition above about 40%
Target sequence (Q9Y4P1 whole entry, looked up): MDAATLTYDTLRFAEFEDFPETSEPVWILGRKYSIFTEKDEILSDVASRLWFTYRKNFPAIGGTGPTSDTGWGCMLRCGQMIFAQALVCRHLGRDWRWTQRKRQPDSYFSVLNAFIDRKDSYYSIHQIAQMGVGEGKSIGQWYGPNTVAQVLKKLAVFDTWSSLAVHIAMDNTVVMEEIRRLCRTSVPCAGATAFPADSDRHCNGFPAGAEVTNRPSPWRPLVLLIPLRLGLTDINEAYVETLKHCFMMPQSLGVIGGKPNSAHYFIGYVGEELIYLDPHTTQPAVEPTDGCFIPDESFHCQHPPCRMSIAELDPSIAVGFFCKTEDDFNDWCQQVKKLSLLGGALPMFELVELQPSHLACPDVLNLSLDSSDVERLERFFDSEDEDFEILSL
hIAP activ = human IAP activators, primary screen, biochemical, luminescence, uHTS. AID 2524, 2010. activation factor at 10 µM. 330,000 compounds, 0.16% hits. purified human IAP, CDP-Star luminescence, 30 min; active compounds read high; 1 = vehicle-only enzyme, 0 = enzyme-free background;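 active = activation factor of the enzyme at least 2-fold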; note: the source names both 10 and 20 µM as test concentration; values of inactives mirror those of a sister screen read the other way
beta cell repl = inducers of MIN6 beta-cell proliferation, primary screen, ATP luminescence, uHTS | MIN6 cells proliferation, ATPlite luminescence, 48 h; cells starved in 0.2% serum; 100% = growth in 10% serum | proliferation, % at 10 µM | 330,000 compounds, 0.29% hits | AID 2380, 2010;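 active = compounds whose signal lies at least 3.5 SD above the mean of all wells on their plate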;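 note: 0% = DMSO-treated cells in low-serum medium and 100% = 10% serum control; some compounds called inactive have numbers as strong as hits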
hIAP block = human IAP inhibitors, primary screen, biochemical, luminescence, uHTS | Intestinal-type alkaline phosphatase (Homo sapiens), P09923 | purified IAP, CDP-Star luminescence, 30 min | inhibition, % at 10 µM | 330,000 compounds, 0.12% hits;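 active = inhibition reaching a set limit with compound at 10 µM in the primary screen, cut at about 35% in these data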;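 note: plate controls were DMSO wells with enzyme for no effect and no-enzyme buffer wells for full effect; values of inactives mirror those of a sister screen read the other way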
The depositor's hits bear a star; x = no result given.

SMILES	mIAP inh	APOBEC3A inh	MPTP block	APOBEC3G inh	mIAP act	ATG4B inh	hIAP activ	beta cell repl	hIAP block
COCC(=O)N(C)c1nnc(-c2ccccn2)s1	-7	0	-3.3	-5	1.1	-5	1.2	-4	-16
CN(C(=O)c1cccnc1)c1nnc(-c2ccccn2)s1	4	1	0.9	2	0.96	3	0.74	-2	26
CCC(=O)NCCCCCCCCCNC(=O)CC	-2	-6	0.2	-6	1	4	1.2	-1	-21
CCN1C(=O)N[C@@H](c2ccccc2)C(C(=O)OC)=C1C	1	4	0.3	-1	0.99	-9	0.89	0	11
COc1ccccc1-c1cc(C(=O)NCCN2CCOCC2)no1	-3	-3	-4.5	-7	1	-2	1.2	0	-15
CCN1CCN(c2ccc(S(=O)(=O)N3CCCC3)cn2)CC1	-15	1	1.2	14	1.2	-9	0.98	3	2
CC1CCc2cc(F)ccc2N1S(=O)(=O)c1ccc(F)cc1 (stereo not given)	-7	0	0.0	-5	1.1	2	1	-1	-1
Cn1cc(C(=O)N/N=C/C=C/c2ccccc2)ccc1=O	-8	-3	2.5	-9	1.1	-4	1	1	-5
O=C(NCC(=O)N1CCN(c2ncccn2)CC1)c1cccs1	8	-2	0.4	-6	0.92	2	1.4	-1	-38
CCOC(=O)C1CCCN(C(=O)c2ccc(NC(=O)CC3SC(N4CCCC4)=NC3=O)cc2)C1 (stereo not given)	4	-4	-2.5	-10	0.96	-9	0.84	-2	16
CCOC(=O)C1=C(C)C(c2cccc(Oc3ccccc3)c2)NC(=S)N1 (stereo not given)	-2	2	9.7	-9	1	-1	1	-6	-2
O=C(NCCCN1CCOCC1)/C(=C/c1ccc(F)cc1)NC(=O)c1ccccc1	1	-1	1.4	-4	0.99	5	0.87	1	13
CN(C)c1nccc(NCc2ccccc2)c1C#N	8	-1	0.8	-3	0.93	-8	1	2	-2
Cc1cc(NC(=O)C2CCCCC2C(=O)O)no1 (stereo not given)	-7	-9	-0.1	-5	1.1	-3	1.3	-2	-26
CSc1ncccc1C(=O)OCC(=O)NC12CC3CC(CC(C3)C1)C2	-2	-1	-1.0	-9	1	4	1.1	0	-13
COc1cc(OC)c(NC(=O)c2ccc(F)cc2)cc1Cl	6	-2	-0.1	-8	0.94	-5	0.88	-1	12
C/C(=N\NC(=O)C1CC1)c1ccc(N2CCOCC2)cc1	-6	0	-0.6	2	1.1	-8	0.97	3	3
C[n+]1c2n(c3ccccc31)N=C(c1ccc(-c3ccccc3)cc1)CS2	11	-4	1.2	-12	0.89	-4	0.93	-6	7
COCCNS(=O)(=O)c1ccc(OCC(=O)OC)c(Cl)c1	-1	-2	2.9	-5	1	7	0.98	-2	2
CN(C)S(=O)(=O)c1ccc(N2CCCC2)c(C(=O)N2CCN(S(=O)(=O)c3cccc(F)c3)CC2)c1	-2	-2	-0.7	-5	1	-8	0.94	-4	6
O=C(NC1CCCC1)C1CC(O)CN1C(=O)Nc1ccccc1 (stereo not given)	2	-2	-1.1	-7	0.98	6	0.84	1	16
COc1ccc(Cl)cc1C(=O)NNC(=O)c1n[nH]c2ccccc12	7	-5	-0.3	-8	0.93	-7	2	2	-98
O=C(CCN1C(=O)COc2ccccc21)NCc1cccs1	-15	7	0.3	-7	1.2	9	0.98	-3	2
O=C(c1ccc(Cl)cc1)N1CCC(N2CCC(C(=O)N3CCOCC3)CC2)CC1	9	-4	-1.3	-5	0.91	14	1.1	-5	-8

Compound profiles, as listed above. Values in the order: mIAP inh	APOBEC3A inh	MPTP block	APOBEC3G inh	mIAP act	ATG4B inh	hIAP activ	beta cell repl	hIAP block
Profile of `COCCNS(=O)(=O)c1ccc(OCC(=O)OC)c(Cl)c1` = -1	-2	2.9	-5	1	7	0.98	-2	2
Profile of `C[n+]1c2n(c3ccccc31)N=C(c1ccc(-c3ccccc3)cc1)CS2` = 11	-4	1.2	-12	0.89	-4	0.93	-6	7

Remaining list, next part.
SMILES	mIAP inh	APOBEC3A inh	MPTP block	APOBEC3G inh	mIAP act	ATG4B inh	hIAP activ	beta cell repl	hIAP block
COc1cccc(N(CC(=O)O)S(=O)(=O)c2ccccc2)c1	4	0	-2.5	-1	0.96	-6	0.94	-1	6
O=C1CSC(=NC2CCCCC2)N1	13	-18	-0.6	-7	0.87	2	1	2	-1
C#C[C@]1(O)CC[C@H]2[C@@H]3CCc4cc(OC5CCCC5)ccc4[C@H]3CC[C@@]21C	-1	-2	2.6	-5	1	3	1.1	-6	-5
O=C(N/N=C/c1ccco1)c1cc2ccccc2o1	4	-7	-0.7	-5	0.96	-7	0.97	1	3
COc1cccc2cc(-c3cc(=O)oc4ccc(OCC(C)=O)cc34)oc12	8	-4	-2.6	-4	0.92	-3	1.2	-1	-18
Cc1ccc(SCCC(=O)NCC2CCCO2)cc1 (stereo not given)	-9	-3	0.9	-2	1.1	-2	0.98	1	2
CN1C(=O)N(C)C2C1N(CN1CCCCC1)C(=O)N2CN1CCCCC1 (stereo not given)	-7	-2	-0.9	-10	1.1	-12	0.98	0	2
CC(C)(C)C(O)/C=C/c1ccc2c(c1)OCO2 (stereo not given)	-4	-1	x	2	1	x	1.3	-4	-25
COc1ccccc1N1CCN(C(=O)c2oc3ccc(F)cc3c2C)CC1	-2	-2	-1.6	-2	1	9	1.1	0	-8
CCOC(=O)NC(=O)CSc1nc2ccc([N+](=O)[O-])cc2[nH]1	13	1	0.1	3	0.87	8	0.9	3	10
CCOc1cccc(C(=O)Nc2ccc(S(=O)(=O)Nc3cc(C)on3)cc2)c1	2	2	-0.7	-3	0.98	-8	0.84	1	16
CCc1c(C)n([O-])c2c([n+]1=O)CCCCC2	-2	-3	0.0	-5	1	-6	1.1	-2	-7
COc1ccc(-n2nc([N+](=O)[O-])c(=NCCc3ccc(Cl)cc3)n2O)cc1	19	-2	1.4	-6	0.81	-16	0.72	-4	28
COc1cccc(-c2csc(NC3OC(=O)c4c3ccc(OC)c4OC)n2)c1 (stereo not given)	1	-2	2.3	-6	0.99	5	0.98	-1	2
COc1ccc(NC(=O)C(c2ccc(Cl)cc2)C(C)C)cn1 (stereo not given)	-18	8	3.5	1	1.2	-7	0.98	-4	2
Cc1ccc(CNC(=O)C2CCC(CNS(=O)(=O)c3cccs3)CC2)cc1 (stereo not given)	11	5	0.7	-3	0.89	-12	0.92	0	8
O=C1OCCC1Sc1nc2cc(Cl)ccc2s1 (stereo not given)	4	-6	-0.6	-5	0.96	3	1	1	0
CCCCNCCCOc1cccc(Cl)c1Cl	-5	-7	1.1	-5	1	0	0.91	-3	9
O=[N+]([O-])c1ccc(NCCOc2ccccc2Cl)nc1	4	-3	2.5	0	0.95	3	1	-1	-4
CCCn1ncc(CN2CCC(Cc3cccc(F)c3)(C(=O)OCC)CC2)c1C	-8	2	-0.4	-2	1.1	-5	1.2	-2	-24
O=C(CSc1nnc(Cn2c(=O)sc3ccccc32)n1-c1ccccc1)NCC1CCCO1 (stereo not given)	10	-4	-2.1	-7	0.91	-2	1	7	-2
O=C(Cc1ccccc1)NNC(=S)NC(=O)c1cccnc1	26	-4	1.4	43*	0.74	2	1.6	-1	-60
CCN(c1ccccc1)S(=O)(=O)c1ccc(Cl)c(NC(=O)CN(C)C2CCN(C)CC2)c1	4	3	1.8	-1	0.96	3	1.1	-3	-12
O=c1c2sc3ccccc3c2[nH]c(=S)n1CCN1CCOCC1	12	0	-2.4	9	0.88	-2	1	-4	-2

A draw from above in order of molecular weight, low to high.
SMILES	mIAP inh	APOBEC3A inh	MPTP block	APOBEC3G inh	mIAP act	ATG4B inh	hIAP activ	beta cell repl	hIAP block
CN(C)c1nccc(NCc2ccccc2)c1C#N	8	-1	0.8	-3	0.93	-8	1	2	-2
O=C(CCN1C(=O)COc2ccccc21)NCc1cccs1	-15	7	0.3	-7	1.2	9	0.98	-3	2
CCOc1cccc(C(=O)Nc2ccc(S(=O)(=O)Nc3cc(C)on3)cc2)c1	2	2	-0.7	-3	0.98	-8	0.84	1	16
CCN(c1ccccc1)S(=O)(=O)c1ccc(Cl)c(NC(=O)CN(C)C2CCN(C)CC2)c1	4	3	1.8	-1	0.96	3	1.1	-3	-12
O=C(CSc1nnc(Cn2c(=O)sc3ccccc32)n1-c1ccccc1)NCC1CCCO1 (stereo not given)	10	-4	-2.1	-7	0.91	-2	1	7	-2

The listing continues:
SMILES	mIAP inh	APOBEC3A inh	MPTP block	APOBEC3G inh	mIAP act	ATG4B inh	hIAP activ	beta cell repl	hIAP block
CCCC(=O)Nc1ccc2c(c1)nc(CCNC(=O)c1ccccc1)n2C	2	2	-4.0	-1	0.98	6	1	-2	0
O=C(NCCN=C1NS(=O)(=O)c2ccccc21)c1ccncc1	-2	0	0.2	-1	1	3	1.2	-4	-16
CC1CC(C)CN(Cc2nc(N)nc(Nc3ccccc3)n2)C1 (stereo not given)	7	2	-6.7	0	0.93	-11	1	0	-4
Cc1c(C(=O)Nc2ccc(F)cc2)c2ccccn2c1CCc1ccncc1	14	-4	1.5	-5	0.85	-9	1	0	0
COc1ccccc1N1C(=O)C(Cl)=C(N2CCCC2)C1=O	9	-3	0.0	-5	0.91	2	0.94	-3	6
O=C(O)c1ccccc1-n1c2ccccc2c2ccccc21	5	-2	-0.7	-6	0.95	0	1	-3	-3
CCOC(=O)c1c(NC(=O)C2CCCCC2C(=O)O)sc2c1CCCCC2 (stereo not given)	12	-1	-1.5	-9	0.88	3	1	-2	-3
Nc1ccccc1C#CCCCCO	-5	-1	2.5	-6	1.1	-4	1.1	2	-10
O=C(CNC(=O)N1CC(=O)Nc2ccccc21)NCCc1ccc(Cl)cc1	1	-6	-2.1	-7	0.99	3	1.1	-2	-10
Cc1cscn1	-7	0	1.3	-6	1.1	12	0.81	0	19
